From PubChem
GLD-1 RNA inh: GLD-1-TGE RNA interaction inhibition (C. elegans) | Q17339 | purified GLD-1 + fluorescein TGE RNA, fluorescence polarization | inhibition, % at 5.96 µM | 0.44% of 320,000 active | AID 2280;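 active means percent inhibition above a per-plate cutoff, the plate mean of test compounds plus 3 SD, cut at about 30% in these data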;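 further: 0% = DMSO wells with GLD-1 and probe and 100% = wells lacking GLD-1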
Target sequence (Q17339 whole entry, looked up): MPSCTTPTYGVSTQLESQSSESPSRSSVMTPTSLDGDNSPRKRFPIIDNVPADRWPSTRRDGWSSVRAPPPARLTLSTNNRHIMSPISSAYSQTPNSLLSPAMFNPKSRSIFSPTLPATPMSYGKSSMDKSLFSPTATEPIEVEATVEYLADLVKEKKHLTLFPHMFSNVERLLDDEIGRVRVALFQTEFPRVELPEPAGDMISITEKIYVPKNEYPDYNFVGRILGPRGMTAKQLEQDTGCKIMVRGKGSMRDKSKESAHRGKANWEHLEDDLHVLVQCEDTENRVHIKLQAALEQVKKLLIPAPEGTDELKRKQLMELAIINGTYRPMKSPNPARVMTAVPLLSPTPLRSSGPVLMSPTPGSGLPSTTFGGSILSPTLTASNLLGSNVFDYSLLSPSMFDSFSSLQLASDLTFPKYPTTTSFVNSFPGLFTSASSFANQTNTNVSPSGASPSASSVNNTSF
Efflux pump inh: antifungal efflux pump inhibition, Nile Red retention | S. cerevisiae Candida pump triplex | AID 485275 | 0.44% of 330,000 active | inhibition, % at 10 µM;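 active means plate passing quality check with inhibition over a set limit, or well fluorescence over plate mean plus 4 SD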;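 further: Nile Red retained in pooled yeast measured as flow cytometry median fluorescence; 0% = buffer negative control and 100% = Enniatin B positive control; higher means more Nile Red kept so more efflux inhibition; some compounds called inactive have numbers as strong as hits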
EBNA-1 inhibitor: blocks EBNA-1 binding to DNA. inhibition, % at 14.8 µM. EBNA-1 DNA binding, fluorescence polarization. 0.34% of 300,000 active; in the data active means inhibition above about 28%
ZTA DNA inh: blocks Epstein-Barr virus ZTA, an EBNA-1 counter-screen | ZTA-DNA binding, fluorescence polarization | AID 2234 | inhibition, % at 11 µM | 0.15% of 320,000 active; in the data active means inhibition above about 33%
Target sequence (P03206 whole entry, looked up): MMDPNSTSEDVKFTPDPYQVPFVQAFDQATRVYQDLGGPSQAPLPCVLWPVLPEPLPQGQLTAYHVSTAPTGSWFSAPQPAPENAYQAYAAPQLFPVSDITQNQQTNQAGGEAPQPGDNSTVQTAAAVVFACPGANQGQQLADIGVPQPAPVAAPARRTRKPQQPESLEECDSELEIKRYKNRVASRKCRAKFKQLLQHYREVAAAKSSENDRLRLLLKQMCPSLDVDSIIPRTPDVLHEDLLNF
MEX-5 binding: C. elegans MEX-5 TCR-2 RNA binding activity | MEX-5/FITC-TCR2 RNA binding, fluorescence polarization; active compounds read low | AID 1832 | 0.38% of 300,000 active | activity score (negative = inhibition of binding), % at 10 µM;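 active means inhibition past about -25% in most replicates, and total fluorescence under double the plate's negative control median, limit read from the data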;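 further: 0% = DMSO and -100% = 5 µM competing unlabeled TCR2 RNA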
CR mimetic SO: lowers age-related superoxide in aged yeast cells. S. cerevisiae aged cells, superoxide DHE fluorescence; active compounds read low. superoxide response (% of plate mean), % at 10 µM. 0.18% of 330,000 active. AID 2690;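 active means superoxide response under a set limit, about three screen SD below normal, cut at about 65% in these data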;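 further: yeast aged for seven days with compound at 30 °C before DHE staining; 100% = average MFI of all compound-treated wells on the plate with controls excluded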
BCLXL inh: inhibitors of human Bcl-xL | 0.7% of 320,000 active | inhibition, % at 10.9 µM | Q07817 | AID 2129 | GST-Bcl-xL / FITC-Bim BH3 peptide fluorescence polarization;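 active means inhibition above the mean of all tested compounds plus 3 SD, cutoff set per campaign, cut at about 30% in these data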;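 further: 0% = DMSO wells and 100% = unlabeled Bim-BH3 peptide competitor; inhibitors lower millipolarization by displacing the labeled peptide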
MCL1 BIM primary: MCL1-BIM-BH3 interaction inhibition (human); GST-MCL1 / FITC-Bim-BH3 fluorescence polarization; inhibition, % at 10.9 µM; 0.68% of 320,000 active; AID 2057;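 active means inhibition above the mean inhibition of all tested compounds plus 3 SD, set per campaign, cut at about 40% in these data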;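 further: 0% = DMSO wells and 100% = unlabeled Bim-BH3 peptide control; higher means more loss of mP so more displacement of Bim peptide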
Target sequence (Q07820 whole entry, looked up): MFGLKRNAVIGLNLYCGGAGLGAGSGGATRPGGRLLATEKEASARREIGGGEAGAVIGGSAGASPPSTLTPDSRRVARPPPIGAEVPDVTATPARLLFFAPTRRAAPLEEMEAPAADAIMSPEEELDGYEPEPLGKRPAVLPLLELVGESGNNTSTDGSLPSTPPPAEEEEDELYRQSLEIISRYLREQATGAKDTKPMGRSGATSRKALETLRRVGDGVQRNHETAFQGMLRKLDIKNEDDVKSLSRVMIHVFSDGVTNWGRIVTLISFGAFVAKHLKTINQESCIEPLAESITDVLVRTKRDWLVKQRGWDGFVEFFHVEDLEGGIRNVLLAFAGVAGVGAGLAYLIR
Fam108B inh: blocks mouse Fam108B hydrolase in RBBP9 counter-screen. inhibition, % at 9.51 µM. recombinant Fam108B, FP-Rh probe fluorescence polarization. 0.33% of 300,000 active;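 active means inhibition above the screen mean inhibition plus 3 SD, computed separately per campaign, cut at about 18% in these data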;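 further: inhibitors lower polarization as less probe binds the enzyme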
* hit, by the source's call; / = not tested or not shown; & = joins results of further samples.

cpd	mol	GLD-1 RNA inh	Efflux pump inh	EBNA-1 inhibitor	ZTA DNA inh	MEX-5 binding	CR mimetic SO	BCLXL inh	MCL1 BIM primary	Fam108B inh
1	COc1ccc(C(CC(=O)c2ccccc2)S(=O)(=O)c2ccccc2)cc1 (centres undefined)	-1	-0.1	1	7	0.3	87	6	8	1
2	O=C(CC(=O)NC1CCCCC1)N/N=C/c1ccc(Cl)cc1	12	-0.1	12	13	1.3	113	-1	1	-14
3	CN1CCN(C2Cc3ccc(F)cc3Sc3cc(F)c(Cl)cc32)CC1 (centres undefined)	1	0.2	-8	-5	/	93	7	4	0
4	OC(CNCc1ccc(Cl)c(Cl)c1)c1ccccc1 (centres undefined)	4	0.2	-8	-9	-2.2	108	4	5	0
5	CC1(C(=O)OCC(=O)N2c3ccccc3Sc3ccccc32)CC1(Cl)Cl (centres undefined)	3	0.1	0	8	-4.1	71	1	-2	-5
6	CCOc1cc(NC(=S)NC)c(OCC)cc1NC(=O)c1cccs1	6	0.1	-10	-5	0.3	98	5	1	-5
7	CC(C)C(c1nnnn1Cc1ccccc1)N1CCN(Cc2ccc3c(c2)OCO3)CC1 (centres undefined)	3	-0.2	6	-15	-2.1	95	7	14	0
8	CC(C)n1cnc2c(Nc3ccc(C(=O)O)cc3)nc(Cl)nc21	-2	-0.1	9	12	0.0	111	5	6	1
9	C=CCSc1nnc(NC(=O)c2c(CC)noc2C)s1	8	0.0	2	0	-1.4	92	-13	-11	-1
10	O=C(CSc1nc(-c2ccccc2)ns1)N1CCOCC1	5	-0.1	-2	3	0.2	103	9	5	-1
11	CCN(CC)c1ccc2cc(C(N)=O)c(=O)oc2c1	-55	0.0	-7	10	28	95	-15	-35	1
12	Cc1nn(S(=O)(=O)c2ccc(Cl)cc2)c(C)c1Sc1ccc([N+](=O)[O-])cc1	-3	-0.3	4	10	1.3	66	1	5	0
13	N#Cc1cnn2ccn(C3OC(CO)C(O)C3O)c12 (centres undefined)	1	0.0	3	8	-2.2	91	-3	-2	5
14	O=C(c1cc(F)ccc1F)C1CCCN(C(=O)CCN2CCCCO2)C1 (centres undefined)	-2	0.0	-5	7	-0.8	108	3	8	0
15	COc1ccc(C2=CC(=O)OC3(CCCC3)O2)cc1	2	-0.1	-12	-4	-1.1	98	5	-3	2
16	C/C(=N/NC(=O)CNC(=O)c1ccco1)c1ccc(Cl)cc1	-4	0.2	-15	-8	1.0	85	3	-5	2
17	Cc1nn(-c2ccccc2)c(/N=C/c2ccccc2O)c1-c1ccccc1	2	-0.2	11	10	-0.9	109	1	-1	-1
18	O=C(NCc1ccncc1)C12CC3CC(CC(Cl)(C3)C1)C2	0	0.2	1	-1	0.6	94	5	-2	2
19	O=C(Nc1cnccn1)Nc1ccc(Cl)cc1Cl	-7	0.0	12	-1	-0.4	80	6	1	-2
20	C(=C(c1ccccc1)c1ccccc1)c1ccccn1	4	0.1	-1	-4	2.1	101	5	10	4
21	CCN(c1ccc(OC)cc1)S(=O)(=O)N1CCCC(C(=O)NCc2cccc(C)c2)C1 (centres undefined)	4	0.1	-7	5	-3.2	116	2	-4	5
22	CCN1CCN(CC(=O)N2N=C(c3cccs3)CC2c2ccc(C)cc2)C(=O)C1=O (centres undefined)	0	0.1	-2	13	-0.2	105	0	-3	1
23	CCCN(CC(=O)Nc1ccccc1C)C(=O)c1ccc(-c2ccc([N+](=O)[O-])cc2)o1	1	0.0	/	-29	/	92	1	1	/
24	CCOC(=O)C1CCN(Cc2coc3ccc(Cl)cc3c2=O)CC1	2	0.2	-2	-4	1.8	90	-3	-2	-4
25	CCc1c(C)nc(N)n2c(SCC(=O)N3CCCc4ccccc43)nnc12	-2	0.1	7	2	-1.8	97	0	-5	-4
26	Cc1ccc(NC(=O)COC(=O)c2ccc3c(c2)NC(=O)C2CCCN32)cc1 (centres undefined)	-21	0.1	-4	2	4.5	114	-19	-35	-22
27	O=C(NC1CCCCC1)C(c1cccnc1)N(C(=O)c1csnn1)c1ccccc1 (centres undefined)	3	0.0	1	-8	0.8	90	1	5	3
28	Cc1cc(SCC(=O)OCC(=O)N2CCCC2=O)c(C)cc1Br	-6	0.0	7	5	-0.5	96	-3	-10	-1
29	O=C(Cn1ncc2c([nH]c3ccccc32)c1=O)N1CCN(c2ccc(F)cc2)CC1	-2	-0.1	0	-10	2.5	104	-1	6	-2
30	COc1ccc(CCNC(=O)c2cnc3ccccc3n2)cc1	3	0.1	9	-9	0.7	88	7	-1	2

Single values from above.
In MCL1 BIM primary, no. 28 reads -10
In Fam108B inh, no. 9 reads -1

The listing picks up, starting 2 compounds before the break.
cpd	mol	GLD-1 RNA inh	Efflux pump inh	EBNA-1 inhibitor	ZTA DNA inh	MEX-5 binding	CR mimetic SO	BCLXL inh	MCL1 BIM primary	Fam108B inh
29	O=C(Cn1ncc2c([nH]c3ccccc32)c1=O)N1CCN(c2ccc(F)cc2)CC1	-2	-0.1	0	-10	2.5	104	-1	6	-2
30	COc1ccc(CCNC(=O)c2cnc3ccccc3n2)cc1	3	0.1	9	-9	0.7	88	7	-1	2
31	CCN(c1ccc(OC)cc1)S(=O)(=O)c1nnc(NC(=O)COc2ccccc2)s1	8	-0.2	6	-2	0.8	99	5	8	0
32	CCn1nc(C)c([N+](=O)[O-])c1C(=O)NNC(=O)c1ccccc1Cl	4	0.2	-1	2	-2.9	102	4	12	0
33	COc1ccc(/C=C/C(=O)O)cc1S(=O)(=O)N1CCC(Cc2ccccc2)CC1	-2	0.0	-1	-5	-1.3	110	6	7	-2
34	O=C(Cn1c(C(=O)N2CCN(C3CCCCC3)CC2)cc2sccc21)c1ccccc1	0	0.1	5	-9	1.7	85	0	-1	4
35	COc1cccc(Cn2c(NCc3cccnc3)nc3c2c(=O)n(C)c(=O)n3C)c1	-4	0.2	-4	22	2.4	106	2	1	9
36	Cc1nc2ccc([N+](=O)[O-])cc2[nH]1	6	-0.1	5	9	-0.8	104	3	-1	0
37	Cc1nc(Cl)sc1C(=O)Nc1ccccc1	-3	0.3	-2	-10	0.7	91	3	-7	-3
38	COc1ccc(CN2C(=O)CCC(C(=O)O)C2c2ccccc2)cc1 (centres undefined)	-7	-0.2	-1	-8	0.8	94	7	6	0
39	CCOCCc1nn2c(=O)cc(CSCC(=O)Nc3cc(C)cc(C)c3)nc2s1	-4	0.2	-11	-3	-1.3	130	6	3	-3
40	CCCC(C(=O)NCC1CCCO1)N(Cc1ccco1)C(=O)CNS(=O)(=O)c1ccc(F)cc1 (centres undefined)	-1	-0.2	8	4	1.3	90	6	4	1
41	O=C(NCc1ccccc1Cl)NC(=O)c1csc([N+](=O)[O-])c1	10	0.1	-4	8	-0.2	88	7	-3	-1
42	CC(C)Oc1ccccc1C1Nc2ccccc2C(=O)N1c1ccc2c(c1)OCCO2 (centres undefined)	1	0.1	-3	0	1.7	105	1	-1	3
43	COc1ccc(C2C(=O)N(CCc3ccccc3)CC(=O)N2C2CCCC2)cc1 (centres undefined)	22	0.1	0	2	2.1	105	2	2	2
44	COc1ccc(C(=O)c2ccccc2)c(OCC(=O)NC2CC2)c1	0	-0.2	10	5	0.0	89	2	1	-2
45	C=CCn1c(SCC(=O)NC2CCS(=O)(=O)C2)nnc1-c1ccncc1 (centres undefined)	0	0.0	-3	2	-2.1	107	8	-1	3
46	COc1cccc(NC(=O)CN(c2cccc(OC)c2)S(C)(=O)=O)c1	2	0.2	0	0	-0.2	96	2	-4	-3
47	COc1ccc2c(C)c(C(=O)NCC(C)O)oc2c1OC (centres undefined)	3	0.0	1	-1	2.0	92	0	-2	-1
48	Cc1noc(C)c1S(=O)(=O)N1CCC(Cc2ccccc2)CC1	7	0.0	-12	2	-0.2	93	5	7	-1
49	O=C(OCCN1CCN(c2ncc(C(F)(F)F)cc2Cl)CC1)c1ccc(F)cc1	0	-0.1	-2	1	-0.6	91	-3	-5	-2
50	O=C(CC(NCCc1ccccc1)C(=O)O)Nc1ccc(O)cc1 (centres undefined)	3	0.1	-3	2	-1.0	98	8	6	2
51	COc1ccc(/C=N\NC(=O)CCN2CCN(c3ccccc3)CC2)cc1OC	4	-0.1	2	-10	-0.8	91	11	5	2
52	Nn1c(SCC(=O)NC2CCS(=O)(=O)C2)nc2scc(-c3ccccc3)c2c1=O (centres undefined)	5	-0.1	/	-22	/	115	4	3	/
53	O=C(Nc1ccon1)c1cnc2sccn2c1=O	0	0.1	-3	-19	-2.3	100	7	3	-5
54	COc1ccc(C(=O)NC(=S)NCc2ccco2)cc1	-1	0.1	-1	6	1.8	89	1	4	1
55	Cc1cc(OCC(=O)Nc2sc3c(c2C#N)CC(C)(C)NC3(C)C)c(C(C)C)cc1Cl	5	0.0	-7	-13	-0.5	105	8	11	0
56	COc1cc(/C=N/NC(=O)c2ccc3ccccc3c2)ccc1Oc1ccc([N+](=O)[O-])cn1	-7	0.0	11	-4	2.3	103	-8	-10	-23
57	COc1ccc(CC(=O)Oc2ccc(C)cc2Br)cc1S(=O)(=O)N1CCOCC1	0	-0.2	-16	-28	-1.8	113	-16	-13	-7
58	Cc1cc(C)c(NC(=O)c2cc(C(=O)O)ccc2C(=O)O)c([N+](=O)[O-])c1	9	1.0	-12	-13	-0.1	106	2	2	1
59	O=C(CCCN1C(=O)C(c2ccccc2)Oc2cccnc21)NCc1ccc(F)cc1 (centres undefined)	-2	-0.2	1	8	-1.7	89	2	-1	1
60	CC1SCCN1S(=O)(=O)c1ccc2ccccc2c1 (centres undefined)	2	0.3	-9	-3	-0.5	92	0	4	-1

Later entries.
cpd	mol	GLD-1 RNA inh	Efflux pump inh	EBNA-1 inhibitor	ZTA DNA inh	MEX-5 binding	CR mimetic SO	BCLXL inh	MCL1 BIM primary	Fam108B inh
61	Brc1ccc2c(c1)C(c1cccnc1)=NNC(c1cccs1)=N2	4	-0.1	2	-9	-2.2	93	1	2	-2
62	CCOc1ccc(NS(=O)(=O)c2ccc(C(=O)N(C)Cc3cccc(OC)c3OC)cc2)cc1	3	0.0	2	3	-1.4	96	3	-2	0
63	CCCCOc1ccc(C(=O)NCC(=O)OC2CCOC2=O)cc1 (centres undefined)	10	0.0	15	14	-0.3	96	-3	-4	6
64	O=C1C2Sc3[nH]c(=O)sc3C(c3cc([N+](=O)[O-])ccc3O)C2C(=O)N1c1ccccc1 (centres undefined)	7	-0.2	21	-18	-6.4	97	16	16	6
65	CCOC(=O)c1c(CN2CCOCC2)n(C)c2cc(Br)c(O)c(CN(C)C)c12	-6&0	0.0&-0.1	-6&-4	0&1	-2.2&-1.8	97&87	4&8	1&14	0&0
66	O=S(=O)(Nc1ccccc1)c1ccc(NS(=O)(=O)c2cccs2)cc1	5	0.1	3	-3	-1.5	97	2	-6	0
67	Fc1ccccc1C1c2[nH]c3ccccc3c2CCN1Cc1ccoc1 (centres undefined)	6	0.2	-1	5	-0.4	118	0	0	-1
68	COC(=O)c1cccc(C(=O)N2CCCC(CCC(=O)N(C)CCc3ccccn3)C2)c1 (centres undefined)	-2	0.2	-8	10	-1.9	101	2	4	1
69	O=C(C[n+]1cccc(C(=O)N/N=C/c2ccc(Br)cc2)c1)c1ccccc1	-11	0.3	/	-21	/	101	-6	-7	/
70	O=C(CCc1ccccc1)NNC(=O)c1ccc(F)cc1	-4	0.0	18	5	-1.7	102	4	0	0
71	COc1cccc(N(CC(=O)NCCSc2ccccc2)S(C)(=O)=O)c1	-1	-0.1	-5	-4	1.0	102	0	-2	1
72	CC(C)c1ccc(NC(=O)CSc2nc3ccccc3nc2N2CCCC2)cc1	-2	0.0	-6	-4	1.3	83	5	3	-2
73	Cn1c(Cc2csc(N)n2)nnc1SCC(=O)NC1CCCCC1	7	-0.1	2	-4	-3.2	93	4	8	-2
74	CCOC(=O)c1ccc(NC(=O)COc2ccc(CNCCO)cc2OCC)cc1	-1	0.0	3	9	3.3	88	8	7	5
